KB-3-1 cytotox – KB-3-1 parental cell cytotoxicity | KB-3-1 viability, CellTiter-Glo ATP luminescence, 72 h | Potency, µM (doses to about 46.1 µM), inactives show top-dose activity change, negative = cytotoxic, usual class: cytotoxic | 400,000 compounds, 1.4% hits; note: potency is the fitted concentration of half-maximal effect; % is set by controls: 0 for no effect and ±100 for the full control effect; nearly all actives have a fitted effect of over 60% in size
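Luminescent ATP read-out (CellTiter-Glo) measures survival of drug-naive KB-3-1 cells after 72 h compound exposure at 37 °C. Titration series was screened from lowest to highest concentration, with DMSO vehicle plates as background controls.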
IL1B secr inh – blocks inflammasome-driven IL-1 beta release; THP-1 LPS/ATP IL-1B secretion, AlphaLISA, 16 h; stronger effect = lower value; activity change, % at 57.5 µM; 360,000 compounds, 4.7% hits; AID 743279; in the data active = activity change below about -50%; inconclusive = mostly about -30% to -49%; note: % is set by controls: 0 for no effect and ±100 for the full control effect
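Secreted IL-1B measured by AlphaLISA bead assay after 16 h compound exposure of THP-1 cells; compounds (final up to 57.5 uM) added 1 h before LPS (250 ng/mL) and ATP (1.25 mM) stimulation; lower signal means less secretion.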
KB-V1 cytotox – KB-V1 MDR subline cytotoxicity. KB-V1 MDR cells viability, CellTiter-Glo, 72 h. Potency, µM (doses to about 46.1 µM), without a hit: at the highest dose activity change, negative = cytotoxicity, actives largely listed as cytotoxic. 400,000 compounds, 3.4% hits. AID 1347076; note: potency is the fitted concentration of half-maximal effect; % is set by controls: 0 for no effect and ±100 for the full control effect; nearly all actives have a fitted effect of over 60% in size
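Compound-treated KB-V1 multidrug-resistant cells, 72 h, 37 degrees C; viability by CellTiter-Glo. Fitted qHTS curves give the values.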
MCF10A rereplic – inducers of DNA re-replication in MCF 10A breast cells. 350,000 compounds, 2.9% hits. MCF 10A DNA re-replication, Hoechst nuclear intensity, 48 h. Potency, µM (series often up to 46.1 µM), for inactives: at the highest dose activity, positive = re-replication, actives largely listed as activators. AID 624296; note: potency is the fitted concentration of half-maximal effect; % of control where 0% means no effect; nearly all actives have a fitted effect of over 50% in size
HT1080 IDH1KD tx – HT-1080 IDH1 knockdown cell toxicity (counter line) | HT-1080 IDH1 knockdown viability, ATP luminescence, 48 h | Potency, µM (doses to about 46.1 µM), for inactives: at the top dose activity, negative = toxicity, hits mostly cytotoxic | 360,000 compounds, 2% hits | AID 686971;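 note: potency is the fitted concentration of half-maximal effect; 0% = DMSO wells and -100% = cell-free medium wells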
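HT-1080-IDH1KD cells (IDH1 knocked down), 750/well in RPMI with 5% FBS, treated with compound 48 h at 37 degrees C. Viability by CellTiter-Glo luminescence, normalised to DMSO and no-cell wells; concentration-response curves classed.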
SW480 rerep – induces DNA re-replication in SW480 colon adenocarcinoma cells | Potency, µM (top dose mostly 46.1 µM), inactives show at the top dose re-replication activation, usual class: activators | SW480 DNA re-replication, Hoechst DNA content imaging, 48 h | 340,000 compounds, 1.8% hits | AID 624297; note: potency is the fitted concentration of half-maximal effect; % of control where 0% means no effect; nearly all actives have a fitted effect of over 55% in size
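Quantitative HTS format with DMSO vehicle controls; 48 hr drug incubation at 37 C, then 40 min Hoechst staining and scanning imager measurement at 405 nm excitation.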
HT1080NT lethal – kills 2HG-producing HT-1080-NT fibrosarcoma cells; HT-1080-NT fibrosarcoma viability, CellTiter-Glo ATP luminescence, 48 h; Potency, µM (top dose mostly 46.1 µM), inactives show top-dose activity, negative = less viability, actives largely listed as cytotoxic; 360,000 compounds, 1.6% hits;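 note: NT is the 2HG producing partner of a matched IDH1 knockdown line; potency is the fitted concentration of half-maximal effect; 0% = DMSO-treated cells and -100% = media-only wells without cells; nearly all actives have a fitted effect of over 55% in size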
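Compounds were tested in concentration-response format on HT-1080-NT cells for 48 hours at 37 degrees C. Cell viability came from CellTiter-Glo luminescence; curves were classified by r2, response magnitude and activity.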
ATXN2 expr inh – reduces ATXN2 reporter expression in HEK-293 cells. Potency, µM (highest dose often 57 µM), for inactives: at the top dose activity change, negative = inhibition, most hits filed as inhibitors. HEK-293 ATXN2-luciferase reporter, luminescence, 24 h. 360,000 compounds, 0.72% hits; note: potency is the fitted concentration of half-maximal effect; % is set by controls: 0 for no effect and ±100 for the full control effect; nearly all actives have a fitted effect of over 55% in size
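ATXN2-luciferase reporter cells (luciferase flanked by upstream and downstream ATXN2 gene portions) were treated 24 h at 37 °C with compounds at up to 57 uM. SteadyGlo luminescence gave expression; GF-AFC fluorescence gave viability.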
WRN helicase inh – inhibitors of human WRN helicase; Q14191; WRN helicase unwinding, fluorescent forked duplex, kinetic; Potency, µM (series often up to 114 µM), inactives show at the highest dose activity change, negative = inhibition, hits mostly inhibitors; 360,000 compounds, 0.46% hits; AID 651768; note: potency is the fitted concentration of half-maximal effect; % is set by controls: 0 for no effect and ±100 for the full control effect; nearly all actives have a fitted effect of over 55% in size
Target sequence (Q14191 whole entry, looked up): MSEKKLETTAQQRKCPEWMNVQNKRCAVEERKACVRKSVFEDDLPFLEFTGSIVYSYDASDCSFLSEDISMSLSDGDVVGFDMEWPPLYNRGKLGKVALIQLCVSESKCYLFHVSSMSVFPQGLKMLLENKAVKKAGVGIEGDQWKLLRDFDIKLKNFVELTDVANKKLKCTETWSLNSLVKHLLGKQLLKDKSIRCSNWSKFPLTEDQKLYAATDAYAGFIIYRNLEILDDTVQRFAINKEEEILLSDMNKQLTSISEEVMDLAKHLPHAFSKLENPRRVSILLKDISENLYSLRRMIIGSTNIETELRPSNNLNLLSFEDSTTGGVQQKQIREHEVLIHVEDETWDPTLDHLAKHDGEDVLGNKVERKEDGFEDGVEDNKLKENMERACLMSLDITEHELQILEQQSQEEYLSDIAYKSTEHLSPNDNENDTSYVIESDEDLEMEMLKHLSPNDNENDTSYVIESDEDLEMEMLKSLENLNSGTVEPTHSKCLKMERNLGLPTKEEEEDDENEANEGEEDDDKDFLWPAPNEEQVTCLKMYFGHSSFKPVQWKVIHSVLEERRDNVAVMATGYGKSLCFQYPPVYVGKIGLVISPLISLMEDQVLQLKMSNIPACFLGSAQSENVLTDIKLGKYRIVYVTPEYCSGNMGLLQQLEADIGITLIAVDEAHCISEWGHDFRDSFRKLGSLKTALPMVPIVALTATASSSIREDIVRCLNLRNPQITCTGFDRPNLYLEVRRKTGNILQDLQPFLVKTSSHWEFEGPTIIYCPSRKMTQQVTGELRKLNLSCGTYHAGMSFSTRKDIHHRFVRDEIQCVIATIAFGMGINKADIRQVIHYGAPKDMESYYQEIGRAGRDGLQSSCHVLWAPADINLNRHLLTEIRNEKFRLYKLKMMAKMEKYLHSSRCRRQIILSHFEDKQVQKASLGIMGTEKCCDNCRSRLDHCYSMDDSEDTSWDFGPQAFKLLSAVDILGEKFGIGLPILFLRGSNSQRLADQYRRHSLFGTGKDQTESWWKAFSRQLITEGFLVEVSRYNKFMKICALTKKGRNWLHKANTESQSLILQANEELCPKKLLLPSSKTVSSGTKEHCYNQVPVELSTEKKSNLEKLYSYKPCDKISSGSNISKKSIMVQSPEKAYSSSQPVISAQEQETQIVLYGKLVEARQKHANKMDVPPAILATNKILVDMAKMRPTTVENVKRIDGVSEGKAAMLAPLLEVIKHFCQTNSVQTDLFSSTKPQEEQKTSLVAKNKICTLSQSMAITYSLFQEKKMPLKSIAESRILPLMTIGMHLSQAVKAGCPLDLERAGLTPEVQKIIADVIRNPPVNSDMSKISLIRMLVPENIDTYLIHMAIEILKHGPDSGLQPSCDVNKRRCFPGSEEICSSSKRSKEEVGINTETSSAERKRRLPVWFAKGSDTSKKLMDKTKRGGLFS
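WRN at 20 nM final preincubated with compound 15 min at room temperature; reaction started with 100 nM fluorophore/quencher forked duplex oligonucleotide and 2 mM ATP final. Unwinding followed kinetically by red fluorescence (ex 525, em 598 nm).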
* hit, by the source's call; u = inconclusive; x = not tested or not shown; [ ] = remark or other dose. Unless noted, calls come from the whole dose curve; as a rule, active = well fitted curve in the direction sought with a large enough effect; inconclusive = small, poorly fitted or top-dose-only effect, or another doubt; inactive = no such curve, though single readings can be large; an effect the other way counts as inactive or inconclusive.

SMILES | KB-3-1 cytotox | IL1B secr inh | KB-V1 cytotox | MCF10A rereplic | HT1080 IDH1KD tx | SW480 rerep | HT1080NT lethal | ATXN2 expr inh | WRN helicase inh
COc1ccc(C2CC2/C(C)=N/OC(=O)c2ccc(F)cc2)cc1 (configuration not stated) | -2% | -8 | 2% | -10% | 6% | 24% | 6% | 7% | -7%
O=C(Nc1ccc(Cl)cn1)C1CCCN1S(=O)(=O)c1ccc(Cl)cc1 (configuration not stated) | 0% | -1 | u | -3% | -15% | 1% | 2% | -16% | -3%
O=C(NCCc1ccc(O)cc1)c1ccc(Cl)cc1 | 19% | 2 | 5% | -25% | 7% | 0%[9.22 µM] | 6% | 54%[activator] | 0%
Cc1ncc([N+](=O)[O-])n1Cc1ccccc1F | 0% | 42 | -3% | -3% | 10% | -11% | u | 0% | -12%
O=C1c2ccccc2NC(c2ccc(-c3ccccc3F)o2)N1O (configuration not stated) | u | x | -5% | -5% | x | -40%[inhibitor][9.22 µM] | x | u | x
COC(=O)CSc1nc2cc3c(cc2cc1C)OCO3 | 0% | 18 | 15% | 3% | 15% | -8% | 7% | -12% | -2%
C[C@H]1CCC[C@]2(O[C@H](CCO)C[C@H](O)[C@H]2O)O1 | 17% | 14 | 2% | -17% | 0% | -1% | 8% | 2% | 5%
CN(CC(=O)NCC(=O)Nc1ccc(F)cc1)CC(=O)Nc1ccc(Cl)c(C(F)(F)F)c1 | -27% | -72* | u | -5% | -11% | -4% | -1% | -15% | 3%
C#CCOCCOCCOCCNc1nc(N2CCN(C(=O)[C@H]([C@@H](C)CC)n3cc(CCCN=C(N)N)nn3)CC2)nc(N2CCN(C(=O)[C@H](CCCCN)n3cc(CCC(=O)O)nn3)CC2)n1 | 0% | 2 | 13% | 38% | -2% | -7% | 7% | 6% | 3%
CS(=O)(=O)Nc1cccc(C(=O)CC2(O)C(=O)Nc3ccccc32)c1 (configuration not stated) | -1% | 7 | 7% | 2% | -6% | -14% | -6% | 0% | -8%
COC(=O)C1(C(=O)OC)C2C(=O)C3C(C21)C3(C(=O)OC(C)(C)C)C(=O)OC(C)(C)C (configuration not stated) | -10% | -9 | -1% | x | -3% | x | 3% | x | 0%
C=Cn1ccnc1CC(O)c1ccc(OC)cc1 (configuration not stated) | 5% | -11 | -6% | 1% | 16% | -5% | -1% | -2% | -20%
COc1ccc(C(=O)NCc2ccc3c(c2)OCO3)cc1S(=O)(=O)N1CCCC1 | 18% | -4 | 0% | 14% | 0% | -3% | -2% | 0% | 11%
CCOc1ccc(-n2nc3c(=O)[nH]nc(C)c3c2C)cc1 | 11% | -9 | 10% | 4% | 26% | -12% | 16% | -3% | 5%
Cc1ccc(C(=O)Nc2ccc(S(=O)(=O)N3CCN(C)CC3)cc2)cc1 | -5% | -1 | -10% | -3% | 5% | -1% | 1% | 4% | -2%
O=C1CCC(C(=O)N(c2ccccc2)C2(C(=O)NC3CCCCC3)CCCCC2)N1 (configuration not stated) | 0% | 4 | 12% | 10% | 5% | 6% | 19% | 7% | -1%
COc1ccc(CCNC(=S)Nc2cc(C)ccc2C)cc1 | -23% | -8 | u | 9% | -4% | -1% | -5% | -11% | -5%
CCCn1c(CCC(=O)O)ccc1-c1ccccc1 | 3% | 34 | 6% | -4% | 5% | -26% | 2% | u | 1%
Cn1cc(NC(=O)Nc2ccc(C(F)(F)F)cc2)c(C(F)(F)F)n1 | -3% | x | -27% | u | -1% | -3% | -8% | -6% | -9%
COCCCN(C(=S)Nc1ccc(OC)cc1)C(C)c1ccncc1 (configuration not stated) | -1% | -10 | 1% | -3% | -1% | 12% | -5% | 1% | -34%
Cc1[nH]c2ccccc2c1N=Nc1ccccc1F | 2% | u | u | 5% | u | -2% | u | 6% | -4%
COc1cccc(C(=O)CN(C(=O)c2ccc(Cl)c(Cl)c2)N2C(=O)C3CCCCC3C2=O)c1 (configuration not stated) | -8% | 9 | -26% | 1% | 26% | 4% | 9% | 1% | 5%
O=C(OCc1ccc2c(c1)OCO2)c1ccc(S(=O)(=O)N2CCCC2)cc1 | -1% | -7 | 3% | -1% | -1% | -2% | -2% | -4% | -18%
Cn1c(COc2ccccc2O)[n+](C)c2ccccc21 | 0% | -22 | 7% | -2% | 0% | -1% | 0% | x | -8%
Cc1cc(C)n2nc(N)nc2n1 | 14% | 16 | 7% | -3% | 5% | -2% | 5% | -2% | 3%
SMILES | KB-3-1 cytotox | IL1B secr inh | KB-V1 cytotox | MCF10A rereplic | HT1080 IDH1KD tx | SW480 rerep | HT1080NT lethal | ATXN2 expr inh | WRN helicase inh
CC(C)c1nnc(NC(=O)Cc2ccc(Br)cc2)s1 | 2% | 21 | 12% | -6% | 14% | -3% | 13% | -4% | -10%
Cc1ccc(NC(=O)C2CC3CCC2C3)c(Br)c1 (configuration not stated) | 4% | -9 | 0% | 1% | 1% | -5% | 3% | x | -6%
NC(=O)NOCc1cccc(Cl)c1 | 10% | 13 | -4% | -2% | 22% | 2% | 15% | -17% | -4%
C=C(C)c1ccccc1 | 0% | 12 | -1% | -19% | 15% | -4% | u | -2% | -17%
CC1(c2ccccc2)NC(=O)N(CC(=O)NNC(=O)c2ccccc2F)C1=O (configuration not stated) | 0% | 25 | 2% | 5% | -4% | -6% | 1% | 0% | -7%
COc1ccc(NC(=S)NC(NC(=O)c2cccc(Cl)c2)C(Cl)(Cl)Cl)c([N+](=O)[O-])c1 (configuration not stated) | u | -60* | u | u | u | u | u | u | -15%
COCCNC(=O)CSc1nc2cc(OC)c(OC)cc2c(=O)n1Cc1ccco1 | 22% | -4 | -16% | 3% | -3% | 0% | 15% | 14% | 0%
O=C1C(CO)C(CO)C(CO)C1CO (configuration not stated) | u | -6 | -8% | -43% | 4% | 0% | -4% | -4% | 4%
CC1CCCN(C2(O)C(=O)Nc3ccc([N+](=O)[O-])cc32)C1 (configuration not stated) | 0% | 6 | -8% | -3% | -1% | 3% | 2% | x | -2%
O=S(=O)(c1ccc2nnn(O)c2c1)N1CCOCC1 | 3% | -12 | 20% | 2% | -1% | 3% | 8% | x | 9%
COc1cccc(-c2c(C(=O)N/N=C/c3ccc(C)s3)nnn2-c2nonc2N)c1 | 9% | -16 | -5% | -11% | 0% | 1% | 6% | x | -4%
CCn1cc(CNC(=O)c2cc(COc3ccc(F)cc3Cl)on2)cn1 | u | -21 | u | u | -22% | 18µM* | u | u | 5%
N#Cc1cn(CCOc2ccc(F)cc2)c2ccccc12 | u | -11 | 0% | u | -8% | 0% | -5% | -2% | -5%
CCCOC(=O)c1cccc(NC(=O)COc2ccc([N+](=O)[O-])cc2)c1 | -6% | -8 | u | 12% | u | -2% | -11% | -20% | 1%
C/C(CC(=O)Nc1cccc(Cl)c1Cl)=N\NC(=O)c1ccccc1C | -2% | 12 | 0% | u | -7% | 6% | -7% | 13% | -8%
O=C(NN(C(=O)C1CC1)c1nc2ccccc2s1)C1CC1 | 2% | 18 | -2% | -2% | 5% | -697%[inhibitor] | 5% | 19% | -6%
CCN(CC)NC(=O)Nc1ccccc1 | -5% | -22 | 6% | 19% | 3% | -4% | -4% | -3% | -2%
O=C(O)c1cccc(NS(=O)(=O)c2ccc(C3CCCCC3)cc2)c1 | -3% | -23 | -4% | -4% | -11% | -2% | 1% | 5% | -4%[57.1 µM]
Cc1cccc2cc(C#N)c(SCC(=O)NNC(=O)Cc3ccccc3)nc12 | u | 89 | -13% | u | -3% | 12% | 14% | u | 0%

Molecules shown so far that contain fluorine (9):
SMILES | KB-3-1 cytotox | IL1B secr inh | KB-V1 cytotox | MCF10A rereplic | HT1080 IDH1KD tx | SW480 rerep | HT1080NT lethal | ATXN2 expr inh | WRN helicase inh
COc1ccc(C2CC2/C(C)=N/OC(=O)c2ccc(F)cc2)cc1 (configuration not stated) | -2% | -8 | 2% | -10% | 6% | 24% | 6% | 7% | -7%
Cc1ncc([N+](=O)[O-])n1Cc1ccccc1F | 0% | 42 | -3% | -3% | 10% | -11% | u | 0% | -12%
O=C1c2ccccc2NC(c2ccc(-c3ccccc3F)o2)N1O (configuration not stated) | u | x | -5% | -5% | x | -40%[inhibitor][9.22 µM] | x | u | x
CN(CC(=O)NCC(=O)Nc1ccc(F)cc1)CC(=O)Nc1ccc(Cl)c(C(F)(F)F)c1 | -27% | -72* | u | -5% | -11% | -4% | -1% | -15% | 3%
Cn1cc(NC(=O)Nc2ccc(C(F)(F)F)cc2)c(C(F)(F)F)n1 | -3% | x | -27% | u | -1% | -3% | -8% | -6% | -9%
Cc1[nH]c2ccccc2c1N=Nc1ccccc1F | 2% | u | u | 5% | u | -2% | u | 6% | -4%
CC1(c2ccccc2)NC(=O)N(CC(=O)NNC(=O)c2ccccc2F)C1=O (configuration not stated) | 0% | 25 | 2% | 5% | -4% | -6% | 1% | 0% | -7%
CCn1cc(CNC(=O)c2cc(COc3ccc(F)cc3Cl)on2)cn1 | u | -21 | u | u | -22% | 18µM* | u | u | 5%
N#Cc1cn(CCOc2ccc(F)cc2)c2ccccc12 | u | -11 | 0% | u | -8% | 0% | -5% | -2% | -5%
